Bioassay records: PubChem BioAssay, National Center for Advancing Translational Sciences (NCATS)
Nrf2 inh – inhibitors of Nrf2 signaling; A549 ARE-Fluc reporter, luciferase luminescence, 18-24 h; Potency, µM (titrated, usually from 46 µM), without a hit: at the top dose activity change, negative = inhibition, hits mostly inhibitors; 360,000 tested, 2.1% active; AID 504444; note: potency is the fitted concentration of half-maximal effect; % is set by controls: 0 for no effect and ±100 for the full control effect; nearly all actives have a fitted effect of over 60% in size
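Nrf2 activity is the BugLite luminescence, read 15 min after reagent at room temperature, following CellTiter-Fluor cytotoxicity readout (30 min, 37C). Compound titrations were applied for 18-24 h to 5000 A549 ARE_Fluc cells/well in 5% FBS OPTI-MEM.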
TGFb SMAD3 inh – blocks TGF-b signaling. Potency, µM (titrated, usually from 46.1 µM), inactives show top-dose activity, negative = inhibition, actives largely listed as inhibitors. 410,000 tested, 1.2% active. HepG2 CAGA-GFP TGF-b/SMAD3 reporter, GFP fluorescence, 18 h; TGF-beta stimulated, 500 pg/mL final; note: potency is the fitted concentration of half-maximal effect; % is set by controls: 0 for no effect and ±100 for the full control effect; nearly all actives have a fitted effect of over 65% in size
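Read-out: total well GFP (ex488/em500-530) summed from mean per-cell fluorescence. Cells: HEPG2 CAGA-GFP, 1% FBS DMEM, 18 h at 37 degrees C with 500 pg/mL final TGF-beta. Unstimulated wells served as the full-inhibition control; stimulated DMSO wells = 0%.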
Nrf2 activator – activators of Nrf2 (ARE) signaling; AREc32 ARE-luciferase reporter (MCF7-derived line), luminescence, 24 h; Potency, µM (titrated, usually from 46.1 µM), without a hit: top-dose activation, most hits filed as activators; 410,000 tested, 0.31% active; note: potency is the fitted concentration of half-maximal effect; % of control where 0% means no effect; nearly all actives have a fitted effect of over 65% in size
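Luciferase luminescence (Steady-Glo, 30 min at room temperature) served as the read-out of ARE activation in AREc32 cells treated with compounds for 24 hr at 37 deg C.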
HepG2 viability – counter-screen for TGF-b inhibitors: cytotoxicity in HepG2 cells | HepG2 CAGA-GFP viability, ATP luminescence, 18 h | Potency, µM (titrated, usually from 46.1 µM), without a hit: top-dose activity change, negative = cytotoxicity, hits mostly cytotoxic | 410,000 tested, 0.76% active | AID 588856; note: potency is the fitted concentration of half-maximal effect; some results filed as inactive show a strong effect at the top dose
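CellTiter-Glo luminescence gave cytotoxicity after 18 hours at 37 degrees C. The cells were HepG2 CAGA-GFP in 1% FBS DMEM, stimulated with 500 pg/mL TGF-beta after compound addition. %Activity was normalised to no-cell wells (complete cell-killing) and DMSO (no toxicity), and curves were fitted and classified.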
A549 viability – kills or reduces viability of A549 cells in Nrf2 counter-screen. A549 ARE-Fluc cells, CellTiter-Fluor viability, 18-24 h. Potency, µM (series often up to 46 µM), without a hit: at the highest dose activity change, negative = cytotoxicity, most hits filed as inhibitors. 390,000 tested, 0.16% active. AID 504648; note: potency is the fitted concentration of half-maximal effect; % is set by controls: 0 for no effect and ±100 for the full control effect
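A549 ARE-Fluc cells in 5% FBS OPTI-MEM, 5000 cells/well, rested 2 h then exposed to compounds in concentration-response for 18-24 h at 37 °C. Viability by CellTiter-Fluor fluorescence (Ex 405/Em 525) after 30 min; luciferase luminescence (BugLite, 15 min, RT) read afterwards.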
IL-2 act – IL-2 activation; IL-2 activation reporter assay, cell-based qHTS; stimulated with anti-CD3/CD4/CD28 beads; in transgenic mouse T cells; 360,000 tested, 0.065% active; activation, % (series mostly up to about 46 µM); in the data active = activation above about 50%; inconclusive = mostly about 30% to 49%; note: 0% is about no effect
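Readout: EGFP and DsRed signals by fluorescent plate cytometry. Unstimulated transgenic mouse T cells received compound 60 min before antibody-bead stimulation, then incubated 18 h at 37 degrees C.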
ATXN2 expr inh – ATXN2 expression inhibition; HEK-293 ATXN2-luciferase reporter, luminescence, 24 h; Potency, µM (series often up to 57 µM), for the others: at the top dose activity change, negative = inhibition, most hits filed as inhibitors; 360,000 tested, 0.72% active; note: potency is the fitted concentration of half-maximal effect; % is set by controls: 0 for no effect and ±100 for the full control effect; nearly all actives have a fitted effect of over 55% in size
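qHTS (up to 57 uM final) was run with 24 h compound exposure of reporter cells at 37 °C. Each well was multiplexed: SteadyGlo luminescence measured ATXN2-luciferase expression after a fluorogenic Gly-Phe-AFC viability readout (25 uM final).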
EPAC2 agonist – activates human EPAC2 exchange factor. 360,000 tested, 0.079% active. AID 720711. Q8WZA2. Potency, µM (highest dose often 154 µM), for inactives: at the top dose activation, usual class: activators. EPAC2 activation, biochemical qHTS; response scale: 100% = 6.5 mM cAMP response; note: potency is the fitted concentration of half-maximal effect; nearly all actives have a fitted effect of over 50% in size
Target sequence (Q8WZA2 whole entry, looked up): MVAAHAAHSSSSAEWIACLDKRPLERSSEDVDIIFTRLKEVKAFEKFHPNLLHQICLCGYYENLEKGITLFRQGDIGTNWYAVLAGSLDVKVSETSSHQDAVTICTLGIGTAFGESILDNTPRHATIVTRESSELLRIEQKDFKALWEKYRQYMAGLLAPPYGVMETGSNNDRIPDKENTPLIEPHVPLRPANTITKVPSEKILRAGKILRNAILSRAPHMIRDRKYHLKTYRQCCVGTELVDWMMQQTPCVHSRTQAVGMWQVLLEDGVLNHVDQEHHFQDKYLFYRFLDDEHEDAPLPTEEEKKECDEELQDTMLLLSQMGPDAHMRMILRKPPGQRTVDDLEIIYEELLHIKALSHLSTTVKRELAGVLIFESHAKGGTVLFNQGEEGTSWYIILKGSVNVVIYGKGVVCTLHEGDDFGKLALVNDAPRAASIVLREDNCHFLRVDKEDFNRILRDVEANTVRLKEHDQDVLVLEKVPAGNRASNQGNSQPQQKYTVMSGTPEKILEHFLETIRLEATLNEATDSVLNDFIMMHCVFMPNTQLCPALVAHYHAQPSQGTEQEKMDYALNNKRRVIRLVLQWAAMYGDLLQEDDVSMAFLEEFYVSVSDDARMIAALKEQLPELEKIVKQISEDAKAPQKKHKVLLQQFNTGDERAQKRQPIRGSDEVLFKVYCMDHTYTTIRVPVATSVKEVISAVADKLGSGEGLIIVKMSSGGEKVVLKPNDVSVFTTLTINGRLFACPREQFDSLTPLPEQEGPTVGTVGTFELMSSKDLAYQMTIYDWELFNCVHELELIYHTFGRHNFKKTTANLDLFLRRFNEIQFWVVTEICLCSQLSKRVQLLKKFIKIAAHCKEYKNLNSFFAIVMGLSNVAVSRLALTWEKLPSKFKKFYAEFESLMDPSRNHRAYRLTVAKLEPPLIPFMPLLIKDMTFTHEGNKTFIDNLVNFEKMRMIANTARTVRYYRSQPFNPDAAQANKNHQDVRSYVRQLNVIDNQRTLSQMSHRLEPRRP
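Each well held 100 nM EPAC2, 250 nM RAP1B-BODIPY-GDP and 50 uM GDP. Fluorescence, read at 5-min intervals to 30 min, was referenced to a 6.5 mM cAMP positive control.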
S2 tox – cell viability loss in ATXN counter-screen; Potency, µM (titrated, usually from 56.7 µM), most hits filed as cytotoxic; 400,000 tested, 0.49% active; S2 cells (HEK-293 line with an ATXN2-luciferase reporter) viability, CellTiter-Fluor protease fluorescence, 24 h; note: potency is the fitted concentration of half-maximal effect; nearly all actives have a fitted effect of over 40% in size
Starred values were filed as active, the others as inactive; i = inactive; ? = inconclusive; nt = no result given; [ ] = another dose, or the depositor's remark. Unless noted, calls come from the whole dose curve; as a rule, active = well fitted curve in the direction sought with a large enough effect; inconclusive = small, poorly fitted or top-dose-only effect, or another doubt; inactive = no such curve, though single readings can be large; an effect the other way counts as inactive or inconclusive.

No.	structure	Nrf2 inh	TGFb SMAD3 inh	Nrf2 activator	HepG2 viability	A549 viability	IL-2 act	ATXN2 expr inh	EPAC2 agonist	S2 tox
1	FC(F)Oc1ccc(NC(=S)NCc2ccccc2)cc1	5%	0%	2.3%	-1%	10%	-2.0	9%	-1%	i
2	CC(=O)NC1=NN(C(C)=O)C2(S1)C(=O)N(C(C)=O)c1ccc(C)cc12 (centres undefined)	3%	1%	-0.9%	2%	-1%	2.8	-6%	5%	i
3	O=C(CSc1nnc(Cc2cc(=O)[nH]c(=O)[nH]2)n1-c1ccc(F)cc1)NC1CCCC1	14%	-1%	0.0%	1%	-13%	-1.8	0%	4%	i
4	CCN(CC)CCn1c(NC(=O)c2ccc(C)cc2)nc2ccccc21	?	-5%	4.4%	-17%	-4%	2.0	13%	4%	i
5	COCCn1c(N)c(N(Cc2ccccc2)C(=O)c2cc(=O)[nH]c3ccccc23)c(=O)[nH]c1=O	-2%	-1%	2.3%	4%	5%	0.0	-12%	4%	i
6	Cc1ccnc(SCc2ccc(C(=O)O)cc2)n1	-3%	16%	-1.9%	6%	-4%	0.4	-25%	5%	i
7	Cc1noc(C)c1CCC(=O)O	-8%	15%	-0.6%[9.22 µM]	2%	-2%	-2.1	7%	4%	i
8	O=C(NN1C(=O)c2ccccc2NC1c1ccoc1)c1ccccc1 (centres undefined)	-18%	2%	-0.1%	-5%	0%	0.7	nt	5%	i
9	CCOC(=O)C1=C(c2ccccc2)Nc2nc(C)nn2C1c1cccc(OC)c1OC (centres undefined)	21%	-4%	-0.7%	8%	-13%	-1.9	2%	3%	i
10	CCCC(c1nnnn1C(C)(C)CC)N1CCN(C2CCCC2)CC1 (centres undefined)	9%	14%	-0.2%	-23%	-1%	-1.6	-8%	-11%	i
11	C(=N\N1CCN(c2ccccn2)CC1)/C1=C(N2CCOCC2)C(=C/c2ccccc2)/CC1	2%	7%	-0.7%	-19%	1%	-4.0	-10%	6%	i
12	CC(=O)c1c(C)[nH]c(C(=O)OCc2ccccc2F)c1C	?	-15%	7.5%	-5%	-1%	-2.3	43%[activator]	-1%	i
13	COC(=O)C1C(c2ccc(OC)cc2)NC(=O)NC1(O)C(F)(F)Cl (centres undefined)	-9%	3%	-0.7%	4%	-2%	-0.7	2%	-7%	i
14	CC(C)CNC(=O)NC(=O)COc1c(F)c(F)cc(F)c1F	nt	1%	-0.5%	-9%	10%	-0.5	-12%	12%	i
15	Cc1ccc(-c2nc3scc(CCNS(=O)(=O)c4ccc(F)c(C)c4)n3n2)cc1	nt	?	29%	-32%	-8%	nt	nt	nt	nt
16	O=C(CN(C(=O)c1ccccc1Cl)N1C(=O)CCCC1=O)c1ccc(Cl)cc1	10%	12%	0.0%	9%	0%	-0.2	nt	1%	i
17	CCc1ccc(-n2c(SCc3cccc(F)c3)nc3[nH]ncc3c2=O)cc1	nt	?	-2.4%	20µM*	1%	nt	?	nt	?
18	CC(C)=C1C2CCC1C1C(=O)N(c3ccc(C)c(C)c3)C(=O)C21 (centres undefined)	10%	-13%	0.3%	10%	-4%	-0.7	-14%	-12%	i
19	CCN(CC)S(=O)(=O)c1ccc(N/N=C/c2ccccc2OCC(=O)O)c([N+](=O)[O-])c1	-6%	2%	-0.1%	-1%	-15%	-2.7	6%	-13%	i
20	CC(C)C[C@H](NC(=O)NCCc1ccc(Cl)cc1)C(=O)O	-2%	-5%	0.1%	2%	-6%	0.0	0%	-5%	i
21	COc1cccc(SCc2noc(C(=O)NCc3ccccc3)c2C(=O)NCc2ccccc2)c1	9%	-1%	3.0%	0%	18%	-0.2	12%	0%	i
22	CCN1C(=O)[C@@H]2[C@H](C1=O)[C@@H]1C(=O)Nc3ccccc3C(=O)N1[C@@H]2c1ccc(OC)cc1	17%	1%	-0.5%	3%	-1%	-0.1	8%	-1%	i
23	O=C(O)c1ccc(-n2nc(C(F)(F)F)c3c2-c2ccoc2CC3)cc1	?	21%	0.3%	-11%	?	0.4	5%	1%	i
24	Cc1ccc2[nH]c(=O)c(CN(Cc3ccco3)C(=O)CN3CCCC(C)C3)cc2c1 (centres undefined)	3%	-32%	-0.3%	12%	1%	0.9	?	5%	?
25	O=C1Nc2ccccc2SC1c1ccccc1 (centres undefined)	2%	17%	-0.3%	-4%	-2%	0.8	nt	8%	i
26	O=C(CNC(=O)c1ccccc1Cl)N/N=C/c1ccc([N+](=O)[O-])s1	?	13µM*	3.1%	10µM*	?	-0.2	-30%[11.3 µM]	2%	i
27	Cc1cccc(NC(=O)CSc2nnc3ccc(-c4cccnc4)nn23)c1	nt	0%	-0.5%	1%	nt	0.7	nt	9%	i
28	COc1cccc(CNCc2cccc(OC)c2O)c1O	-14%	-28%	3.3%	-32%	-12%	-5.2	-10%	-3%	i
29	O=C1[C@H](Oc2ccccc2)[C@@H](c2ccccc2)N1c1ccncc1	-4%	?	24%	-50%	-1%	-0.5	?	1%	nt
30	CCCC(=O)N(c1ccc2oc(C)c(C(C)=O)c2c1)S(=O)(=O)c1ccc(C(=O)O)cc1	25%	?	-0.6%	0%	1%	0.6	-1%	6%	i
31	CC(C)(C)C(=O)Nc1ccc(N2CCCC2)cc1	6%	12%	0.1%	-4%	-2%	0.1	15%	1%	i

Look-ups from the entries so far.
CCCC(=O)N(c1ccc2oc(C)c(C(C)=O)c2c1)S(=O)(=O)c1ccc(C(=O)O)cc1 in Nrf2 activator: -0.6%
Cc1ccnc(SCc2ccc(C(=O)O)cc2)n1 in HepG2 viability: 6%

Grouped by structure: the entries above with a COOH group.
No.	structure	Nrf2 inh	TGFb SMAD3 inh	Nrf2 activator	HepG2 viability	A549 viability	IL-2 act	ATXN2 expr inh	EPAC2 agonist	S2 tox
6	Cc1ccnc(SCc2ccc(C(=O)O)cc2)n1	-3%	16%	-1.9%	6%	-4%	0.4	-25%	5%	i
7	Cc1noc(C)c1CCC(=O)O	-8%	15%	-0.6%[9.22 µM]	2%	-2%	-2.1	7%	4%	i
19	CCN(CC)S(=O)(=O)c1ccc(N/N=C/c2ccccc2OCC(=O)O)c([N+](=O)[O-])c1	-6%	2%	-0.1%	-1%	-15%	-2.7	6%	-13%	i
20	CC(C)C[C@H](NC(=O)NCCc1ccc(Cl)cc1)C(=O)O	-2%	-5%	0.1%	2%	-6%	0.0	0%	-5%	i
23	O=C(O)c1ccc(-n2nc(C(F)(F)F)c3c2-c2ccoc2CC3)cc1	?	21%	0.3%	-11%	?	0.4	5%	1%	i
30	CCCC(=O)N(c1ccc2oc(C)c(C(C)=O)c2c1)S(=O)(=O)c1ccc(C(=O)O)cc1	25%	?	-0.6%	0%	1%	0.6	-1%	6%	i
